Screens: PubChem BioAssay, NMMLSC
Bcl-2 Bim block: human Bim-Bcl-2 interaction inhibition. Bead-based flow cytometry, Bim peptide-Bcl-2 binding. P10415. inhibition, % at 10 µM. actives 0.06% (n = 190,000); in the data active = inhibition above about 40%; inconclusive = no clear call, values can overlap the other calls;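 also: 0% = no compound wells with probe peptide and 100% = reference peptide inhibitor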
RGS4-Gao reg: human RGS4-Galphao interaction regulation | Multiplexed bead flow cytometry, RGS4-Galphao binding; actives lie on both sides | binding response (% of control), % at 10 µM | actives 0.33% (n = 220,000); in the data active = binding response below about 49% or above about 150%; inactive = in between;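 also: fluorescent Galphao activated with aluminum fluoride binding bead-coupled RGS4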
RGS7-Gao: regulators of human RGS7-Galphao interaction; Multiplexed bead flow cytometry, RGS7-Galphao binding; actives lie on both sides; AID 1439; binding response (% of control), % at 10 µM; P09471; actives 0.35% (n = 220,000); in the data active = binding response below about 49% or above about 150%; inconclusive = no clear call, values can overlap the other calls; inactive = in between;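 also: fluorescent Galphao held in activated GDP-AlF4 state binding bead-coupled RGS7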
ABCG2 block: inhibitors of human ABCG2 transporter, ABCB1 counter-screen | Q9UNQ0 | IgMXP3 cells, JC-1 efflux, flow cytometry | inhibition, % at 6.6 µM | actives 0.1% (n = 190,000);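 active = inhibition above 80%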;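 also: 0% = DMSO and 100% = nicardipine control wells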
Target sequence (Q9UNQ0 whole entry, looked up): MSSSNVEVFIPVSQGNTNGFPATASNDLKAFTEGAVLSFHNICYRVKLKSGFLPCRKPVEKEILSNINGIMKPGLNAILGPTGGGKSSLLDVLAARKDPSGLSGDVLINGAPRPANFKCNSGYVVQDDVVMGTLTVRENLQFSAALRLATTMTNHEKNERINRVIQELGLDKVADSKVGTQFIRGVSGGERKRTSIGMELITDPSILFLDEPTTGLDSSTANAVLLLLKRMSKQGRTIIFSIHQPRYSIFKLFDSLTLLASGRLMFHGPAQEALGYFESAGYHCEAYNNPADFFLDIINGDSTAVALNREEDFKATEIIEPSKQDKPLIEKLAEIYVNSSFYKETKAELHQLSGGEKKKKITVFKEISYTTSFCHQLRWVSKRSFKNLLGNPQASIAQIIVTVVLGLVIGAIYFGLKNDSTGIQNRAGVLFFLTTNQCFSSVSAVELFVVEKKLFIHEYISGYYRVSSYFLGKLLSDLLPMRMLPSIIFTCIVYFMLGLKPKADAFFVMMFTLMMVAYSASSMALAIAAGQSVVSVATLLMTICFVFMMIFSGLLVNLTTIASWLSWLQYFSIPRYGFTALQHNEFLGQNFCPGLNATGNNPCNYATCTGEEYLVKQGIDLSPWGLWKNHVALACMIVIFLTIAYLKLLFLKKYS
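Test system: IgMXP3 (ABCG2) plus far-red-tagged CCRF-Adr (ABCB1) cells. Reagent: JC-1 dye as substrate. Timing: 10 min exposure at 25 °C with rotation, no wash. Measured by: flow cytometric JC-1 green MFI at 530 nm. Read-out: percent efflux inhibition, scaled nicardipine 100% to DMSO 0%. Control set: nicardipine and DMSO wells.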
Avidin bead fluor: compound fluoresces at 488/530 nm on avidin beads; compound fluorescence 488/530 nm, flow cytometry; stronger effect = higher value; fluorescence (KMESF) at 10 µM; actives 0.38% (n = 220,000); in the data active = fluorescence above about 47; also: inactives centre near 10
Bim-Bcl-B: inhibitors of Bim-Bcl-B interaction, human; Q9HD36; bead-based flow cytometry, Bim peptide-Bcl-B binding; inhibition, % at 10 µM; actives 0.073% (n = 190,000); AID 951;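 also: 0% = tracer peptide without compound and 100% = reference inhibitor peptide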
Target sequence (Q9HD36 whole entry, looked up): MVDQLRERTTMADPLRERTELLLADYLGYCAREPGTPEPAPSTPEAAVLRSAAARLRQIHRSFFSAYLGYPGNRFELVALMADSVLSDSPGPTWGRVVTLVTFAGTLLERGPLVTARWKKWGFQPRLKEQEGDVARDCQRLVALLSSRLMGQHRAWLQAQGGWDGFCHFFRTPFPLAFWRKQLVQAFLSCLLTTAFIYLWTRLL
GSH fluor: compound fluoresces at 488/530 nm on GSH beads; actives 0.25% (n = 190,000); GSH beads flow cytometry, compound fluorescence 488/530 nm; stronger effect = higher value; fluorescence (KMESF) at 10 µM; in the data active = fluorescence above about 89;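 also: glutathione beads carrying GST-tagged Bcl family fusion proteins plus one bare bead set; values are compound well signal with DMSO vehicle wells as background; inactives centre near 16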
ABCB1 block: blocks JC-1 efflux by human ABCB1 transporter; P08183; CCRF-Adr cells, flow cytometry; inhibition, % at 6.6 µM; actives 0.067% (n = 190,000); in the data active = inhibition above about 40%;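 also: 0% = vehicle and 100% = reference inhibitor; higher value means more JC-1 retained so stronger ABCB1 efflux block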
Bfl-1 Bim block: human Bim-Bfl-1 interaction inhibition | inhibition, % at 10 µM | AID 1008 | Q16548 | actives 0.12% (n = 190,000) | Bead-based flow cytometry, Bim-Bfl-1 binding inhibition;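 also: 0% = wells without compound plus tracer and 100% = blocker peptide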
Bim-Bcl-W: disrupts Bim peptide binding to human Bcl-W; Q92843; bead-based flow cytometry; inhibition, % at 10 µM; actives 0.02% (n = 190,000); AID 952;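 also: 0% = bound tracer without compound and 100% = peptide blocker; higher means less fluorescent Bim peptide bound to Bcl-W beads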
Target sequence (Q92843 whole entry, looked up): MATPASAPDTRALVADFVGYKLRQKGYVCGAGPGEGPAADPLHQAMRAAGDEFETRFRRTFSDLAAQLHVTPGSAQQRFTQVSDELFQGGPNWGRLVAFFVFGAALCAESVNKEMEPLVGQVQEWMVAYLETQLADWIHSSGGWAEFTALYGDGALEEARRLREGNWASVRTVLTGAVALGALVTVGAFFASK
Bcl-XL Bim block: human Bim-Bcl-XL interaction inhibition. AID 1007. Bim peptide-Bcl-XL binding, bead flow cytometry, fluorescence. Q07817. actives 0.04% (n = 190,000). inhibition, % at 10 µM
The depositor's hits bear a star; ? = inconclusive. Rule as the data show it, unless noted: active = inhibition above about 40%. Rows are unselected; 1.3% or so of the library scored in one or more.

Order of results – Bcl-2 Bim block | RGS4-Gao reg | RGS7-Gao | ABCG2 block | Avidin bead fluor | Bim-Bcl-B | GSH fluor | ABCB1 block | Bfl-1 Bim block | Bim-Bcl-W | Bcl-XL Bim block
1	COCCn1c(C)cc(/C=C2/NC(=O)N(c3cccc(Cl)c3)C2=O)c1C
    -2 | 89 | ? | 1 | 7 | -5 | 17 | 0.1 | -4 | 0 | -2
2	Cc1ccc(C(=O)N2CC(C)SC2=Nc2cccc(S(=O)(=O)N(C)C)c2)cc1 (stereo not given)
    -6 | 101 | 97 | 1 | 13 | -4 | 13 | 1.1 | -8 | -1 | -6
3	CCOCCCNC(=O)c1cc(Sc2ccc(C)cc2)nc2ccccc12
    -5 | 102 | 100 | 3 | 12 | -4 | 13 | 1.4 | -11 | -2 | -3
4	CC(NC(=O)c1ccc2nc[nH]c2c1)c1ccccc1 (stereo not given)
    -1 | 103 | 109 | 3 | 11 | -4 | 25 | 0.7 | -3 | -2 | -1
5	COc1cc(S(=O)(=O)Nc2cccc(C)c2)ccc1NC(=O)c1ccncc1
    -4 | 93 | 91 | 12 | 6 | -4 | 12 | 0.5 | -9 | -2 | -6
6	Cc1ccc(-c2c(C(=O)NNC(=S)NCC3CCCO3)csc2C)cc1 (stereo not given)
    -4 | 104 | ? | 13 | 10 | -26 | 15 | 1.3 | -1 | -5 | -4
7	FC(F)(F)c1nnc(-c2ccccc2)nc1N1CCOCC1
    -6 | 101 | 105 | 6 | 12 | -9 | 34 | -0.2 | -18 | -2 | -5
8	Cc1ccc(NC(=O)c2sccc2C)cc1[N+](=O)[O-]
    3 | 101 | 99 | 11 | 12 | 0 | 7 | 0.8 | 2 | 3 | 0
9	CC(C)N(Cc1ccccc1)C(=O)CSc1nccn1C
    -4 | 100 | 100 | 7 | 11 | 0 | 16 | 0.8 | -4 | -1 | 0
10	CCOc1ccc(N2C(=O)c3ccc(C(=O)OCC(=O)N(CC)C4CCS(=O)(=O)C4)cc3C2=O)cc1 (stereo not given)
    -1 | 102 | ? | 23 | 11 | -2 | 15 | 1.4 | -6 | 0 | -1
11	O=C(CSc1ccc(-c2ccccc2)nn1)N1CCN(c2ccccc2)CC1
    -7 | 100 | 105 | 4 | 13 | -8 | 16 | 0.4 | -10 | -4 | -5
12	CCOC(=O)CSc1ccc(C(=O)Nc2ccc(OC)cc2)cn1
    -5 | 102 | ? | 48 | 12 | -4 | 15 | 1.2 | -5 | -2 | -2
13	CN(C)c1nc(N(C)C)nc(N(C#N)CN2C(=O)c3ccccc3S2(=O)=O)n1
    0 | 95 | 95 | 0 | 10 | -32 | 21 | 0.1 | -1 | 0 | 0
14	Cc1nnc(SCCn2c(N3CCCCC3)nc3c2c(=O)[nH]c(=O)n3C)s1
    -1 | 100 | 101 | 12 | 4 | 0 | 24 | 0.8 | 0 | 0 | -5
15	Cc1cccc(NC(=O)c2sc3nc4c(c(-c5ccco5)c3c2N)CCC4)c1
    -5 | 84 | 92 | -1 | 20 | -10 | 21 | 0.0 | -16 | 2 | -3
16	CCOC(=O)c1c(CN(C)C)oc2cc(CN(C)C)c(O)c(CSc3ccccc3)c12
    -7 | 100 | 98 | 0 | 5 | -9 | 42 | 0.3 | -9 | 2 | -11
17	CC(=O)c1sc(NC(=O)c2ccccc2)nc1-c1ccccc1
    -3 | 99 | 102 | 2 | 26 | -1 | 11 | 0.1 | -6 | 1 | -1
18	CC(=O)Nc1ccc(NC(C)=C(C#N)C#N)cc1
    0 | 102 | 100 | 0 | 5 | 0 | 10 | -0.1 | -1 | -2 | 0
19	CCOc1cc(C(=O)NCc2ccccc2)ccc1OCC(=O)N1CCOCC1
    -1 | 99 | 100 | 11 | 17 | -5 | 12 | 1.6 | -7 | -2 | -4
20	CCC(=O)N1CCCc2cc(S(=O)(=O)N3CCN(c4ccccn4)CC3)ccc21
    -7 | 101 | 102 | -4 | 24 | -7 | 23 | 1.4 | -9 | -4 | -7
21	Cc1nn(Cc2ccc(Cl)cc2)c(C)c1NC(=O)CCCn1nc(C)c([N+](=O)[O-])c1C
    1 | 99 | 102 | 25 | 15 | -4 | 2 | 2.2 | 0 | 0 | -1
22	COc1ccc(OC)c(CN2CCC(CNC(=O)Nc3cccc(Cl)c3)CC2)c1
    0 | 102 | 106 | 0 | 9 | 1 | 15 | 0.1 | 5 | 1 | 1
23	CCC(=O)N1CCc2cc(S(=O)(=O)CCC(=O)Nc3cccc(F)c3)ccc21
    -4 | 103 | 101 | 3 | 5 | -10 | 52 | 1.6 | -3 | 4 | -4
24	CCOC(=O)C1CCCN(C(=O)c2ccco2)C1 (stereo not given)
    -11 | 102 | 104 | 16 | 30 | -6 | 21 | 0.0 | -22 | 0 | -3
25	C[C@H]1C(=O)N(C)CCN1Cc1cn(C)nc1-c1ccc(Oc2ccccc2)cc1
    -4 | 104 | 103 | 0 | 11 | -8 | 15 | 0.9 | -8 | -1 | -3
26	C/C(=N\Nc1ccc(F)cc1F)c1ccc(Br)s1
    -2 | 102 | ? | -1 | 9 | -5 | 14 | -0.3 | -2 | 0 | -1
27	C=CCn1c(SCC(=O)Nc2nccs2)nnc1-c1cc2cccc(OC)c2o1
    -4 | 101 | 105 | 3 | 7 | -2 | 20 | 0.5 | -1 | -3 | -3
28	COc1ccc(C)cc1-n1nc2ccccc2n1
    -1 | 92 | 88 | 4 | 9 | -2 | 14 | -0.5 | 2 | -3 | -1
29	c1ccc(N/N=C2\CCCc3ccccc32)nc1
    -3 | 104 | 103 | 2 | 7 | 2 | 16 | 0.6 | 2 | 0 | -1
30	O=C(CSc1nccc(=O)[nH]1)N1CCCc2ccccc21
    -2 | 102 | 102 | 0 | 10 | -2 | 14 | 0.2 | -3 | -3 | -4

Reprinted, compounds 28–30
Order of results – Bcl-2 Bim block | RGS4-Gao reg | RGS7-Gao | ABCG2 block | Avidin bead fluor | Bim-Bcl-B | GSH fluor | ABCB1 block | Bfl-1 Bim block | Bim-Bcl-W | Bcl-XL Bim block
28	COc1ccc(C)cc1-n1nc2ccccc2n1
    -1 | 92 | 88 | 4 | 9 | -2 | 14 | -0.5 | 2 | -3 | -1
29	c1ccc(N/N=C2\CCCc3ccccc32)nc1
    -3 | 104 | 103 | 2 | 7 | 2 | 16 | 0.6 | 2 | 0 | -1
30	O=C(CSc1nccc(=O)[nH]1)N1CCCc2ccccc21
    -2 | 102 | 102 | 0 | 10 | -2 | 14 | 0.2 | -3 | -3 | -4

The listing continues:
Order of results – Bcl-2 Bim block | RGS4-Gao reg | RGS7-Gao | ABCG2 block | Avidin bead fluor | Bim-Bcl-B | GSH fluor | ABCB1 block | Bfl-1 Bim block | Bim-Bcl-W | Bcl-XL Bim block
31	COc1cc(C(=S)N2CCOCC2)ccc1OC(=O)/C=C/c1ccco1
    -4 | 105 | 102 | 4 | 9 | -6 | 25 | 0.8 | -2 | -2 | -8
32	COC(=O)[C@H](C)NC(=O)NC(C)CCc1ccccc1 (stereo not given in full)
    -11 | 98 | 98 | 1 | 10 | -8 | 12 | 0.4 | -7 | -4 | -4
33	Cc1noc(C)c1C(=O)OCC(=O)NCCc1ccc(Cl)cc1
    0 | 97 | 97 | 1 | 14 | 0 | 6 | 0.3 | 0 | 2 | 0
34	CCOc1ccc(NC(=O)N(C2CCCCC2)C(C)c2ccncc2)cc1 (stereo not given)
    -9 | 102 | 102 | 8 | 13 | -11 | 27 | 3.2 | -17 | -4 | -12
35	NC(=O)[C@@H]1CCCCNc2c(F)cc([N+](=O)[O-])cc2C(=O)N[C@@H](CCCN=C(N)N)C(=O)NCC(=O)N1
    0 | 100 | 102 | 6 | 12 | -2 | 20 | -0.1 | 0 | -4 | 0
36	O=C(CN(c1cccc(C(F)(F)F)c1)S(=O)(=O)c1ccc(Cl)c([N+](=O)[O-])c1)NCc1ccccc1Cl
    -7 | 91 | 88 | 8 | 7 | -5 | 10 | 0.8 | -11 | -2 | -4
37	O=C(CSc1nnc(Cc2ccccc2)n1Cc1ccco1)NC12CC3CC(CC(C3)C1)C2
    -7 | 102 | 101 | 8 | 11 | -9 | 32 | 6.8 | -10 | 2 | -6
38	COc1ccc(CNC(=O)C(c2cccs2)N(Cc2ccco2)C(=O)Cc2cccs2)cc1 (stereo not given)
    17 | 98 | 98 | 2 | 22 | -2 | 19 | 1.8 | -3 | -2 | -3
39	CNC(=O)c1cc(C(=O)c2ccc(C(F)(F)F)cc2F)c[nH]1
    -3 | 102 | 97 | 4 | 20 | 0 | 11 | 0.9 | -2 | -1 | 0
40	CN(C)c1nc(SCC#N)nc(N2CCOCC2)n1
    0 | 103 | 101 | 1 | 36 | 0 | 13 | 0.3 | -1 | -2 | -3
41	CCCCOc1ccc(C(=O)N/C(=C/C=C/c2ccccc2)C(=O)NC)cc1
    -2 | 96 | 98 | -6 | 4 | -3 | 14 | -1.5 | -2 | -1 | -7
42	CCCNC(=O)NC(=O)CSc1nncs1
    -2 | 105 | 102 | 0 | 28 | -1 | 14 | 0.2 | -9 | 0 | -1
43	CCn1c(SCC(=O)Nc2sc3c(c2C#N)CCC(C(C)(C)C)C3)nnc1-c1ccco1 (stereo not given)
    -3 | 97 | 95 | 5 | 9 | -7 | 10 | 0.7 | 0 | 0 | -4
44	Cc1ccccc1OCCC(=O)NCCc1ccc(S(N)(=O)=O)cc1
    -11 | 95 | 92 | 7 | 10 | -10 | 14 | 0.2 | -10 | -5 | -8
45	O=C(NC1CC1)C1=C[C@H](C2CCCCC2)C[C@H](OCc2ccc(CO)cc2)O1
    -2 | 101 | 98 | 12 | 6 | -3 | 18 | 1.1 | -4 | -1 | -2
46	O=C1OCCC1Sc1nnc(-c2cccc(Br)c2)o1 (stereo not given)
    -2 | 98 | 99 | 3 | 13 | -4 | 23 | 0.2 | 0 | -2 | -3
47	Cc1ccc(-c2cn3cccc(C)c3n2)cc1
    -4 | 97 | 97 | 1 | 19 | -7 | 20 | 0.3 | -8 | -7 | -4
48	Cc1cc(C)c(S(=O)(=O)N(CC(=O)N2CCCC2)C2CCCCC2)c(C)c1
    -7 | 102 | 102 | 36 | 15 | -10 | 35 | 1.9 | -16 | -2 | -13
49	COc1cc(/C=C/C2=NC(=O)C(C)(C)O2)ccc1O
    6 | 93 | 94 | 1 | 4 | 1 | 5 | 0.2 | 12 | -3 | -5
50	CC1=NN(C(C#N)c2c(C)nn(Cc3ccccc3)c2C)C(C)(C)C1 (stereo not given)
    -8 | 100 | ? | 6 | 13 | -6 | 16 | 1.1 | -8 | -1 | -5
51	O=C(NNC(=S)NCc1ccc(Cl)cc1)c1ccc(Br)o1
    -2 | 99 | 94 | 0 | 9 | -7 | 32 | -0.1 | -2 | -4 | -6
52	Cc1ccc(N(C(=O)c2ccn[nH]2)C(C(=O)NC2CCCC2)c2cccs2)cc1 (stereo not given)
    -6 | 104 | 105 | 1 | 12 | -5 | 27 | 0.4 | -9 | -4 | -5
53	CCOc1ccc(C(=O)COc2ccc(NC(C)=O)cc2)cc1
    -1 | 92 | 92 | 1 | 3 | -3 | 10 | 0.1 | 2 | -2 | -7
54	COc1cc2c(C(=O)N3CCN(C)CC3)c(C)oc2cc1Br
    -4 | 107 | 105 | -1 | 17 | -6 | 22 | 0.1 | -11 | -1 | -3
55	CCCCOc1ccc(S(N)(=O)=O)cc1
    0 | 86 | 87 | 4 | 12 | 1 | 48 | 0.3 | -6 | 1 | 0
